Bioassay records as filed in PubChem BioAssay.
TDP1 inh: blocks human tyrosyl-DNA phosphodiesterase 1; 350,000 compounds, 0.28% hits; Q9NUW8; recombinant TDP1, AlphaScreen DNA substrate cleavage; Potency, µM (doses to about 130 µM), inactives show top-dose activity change, negative = inhibition, usual class: inhibitors; AID 485290; also: nearly all actives have a fitted effect of over 40% in size
Target sequence (Q9NUW8 whole entry, looked up): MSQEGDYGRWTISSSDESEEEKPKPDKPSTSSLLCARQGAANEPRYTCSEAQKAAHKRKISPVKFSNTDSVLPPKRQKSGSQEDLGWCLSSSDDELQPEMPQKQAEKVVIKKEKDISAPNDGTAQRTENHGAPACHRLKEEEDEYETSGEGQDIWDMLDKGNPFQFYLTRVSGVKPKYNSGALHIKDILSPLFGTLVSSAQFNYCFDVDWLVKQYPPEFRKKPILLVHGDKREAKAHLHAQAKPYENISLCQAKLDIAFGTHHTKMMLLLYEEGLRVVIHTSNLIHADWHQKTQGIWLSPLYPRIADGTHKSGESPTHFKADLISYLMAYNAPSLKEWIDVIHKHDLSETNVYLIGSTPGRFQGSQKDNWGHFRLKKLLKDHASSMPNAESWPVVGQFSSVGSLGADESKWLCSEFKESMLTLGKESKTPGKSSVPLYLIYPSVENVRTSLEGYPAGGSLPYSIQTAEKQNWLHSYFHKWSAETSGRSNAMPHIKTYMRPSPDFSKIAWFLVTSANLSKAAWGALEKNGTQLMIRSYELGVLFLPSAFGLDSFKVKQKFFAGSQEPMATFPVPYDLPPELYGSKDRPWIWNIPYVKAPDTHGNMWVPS
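E. coli-derived human Tdp1, 1 nM final. Cpd preinc 15 min RT; substrate 15 nM final, 5 min RT; AS bead mix 10 ug/ml final, 10 min RT. Signal loss = tyrosine-FITC cleavage. No-enzyme wells = max signal.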
N370S GC: inhibits or activates N370S mutant glucocerebrosidase; 330,000 compounds, 0.092% hits; N370S GC spleen homogenate, 4MU-glucoside fluorescence; Potency, µM (top dose mostly 59.4 µM), for the others: at the top dose activity change, negative = inhibition, hits mostly inhibitors; P04062;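 also: 0% = full enzyme activity and -100% = no enzyme basal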
TDP1 cell noCPT: qHTS for Inhibitors of human tyrosyl-DNA phosphodiesterase 1 (TDP1): qHTS in cells in absence of CPT | AID 686978, 2013 | DT40 Tdp1-/- hTDP1 cells, no CPT, ATP luminescence, 48 h | 420,000 compounds, 15% hits | Potency, µM (doses to about 46.2 µM), inactives show top-dose activity change, negative = growth inhibition, usual class: inhibitors; also: nearly all actives have a fitted effect of over 55% in size
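Chicken DT40 Tdp1-/- cells stably complemented with human TDP1 were seeded at 400 cells/well with DMSO in place of 20 nM camptothecin. After compound pinning, cells grew at least 48 hr at 37 °C; viability read by CellTiter-Glo luminescence.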
* marks the source's active call; other numbers are inactive results; ? = inconclusive; / = not tested or not shown; & = joins results of further samples; [ ] = dose if it differs, or a comment. Calls follow the shape of the dose curve; as a rule, active = well fitted curve in the direction sought with a large enough effect; inconclusive = small, poorly fitted or top-dose-only effect, or another doubt; inactive = no such curve, though single readings can be large; an effect the other way counts as inactive or inconclusive. Unless noted, % is scaled to controls: 0 for no effect and ±100 for the full control effect; potency is read from the fitted curve at half-maximal effect. Not all compounds are listed (hit frequency here may not be typical).

Order of values – TDP1 cell noCPT, N370S GC, TDP1 inh
CC1CCCN(C(=O)Cn2nnc(-c3ccc(F)cc3)n2)C1 (configuration not stated)
→ -20%, -4%, 16%
CC(C)NC(=O)NC(=O)COc1c(F)c(F)cc(F)c1F
→ 4%, 1%, -1%
COC(=O)C1C(O)=C(C=Nc2ccc3ccccc3c2)C(=O)CC1(C)C (configuration not stated)
→ -4%, -9%, ?
O=C(NNc1nc2ccccc2s1)Nc1ccc(Cl)c(Cl)c1
→ -23%, 17%, /
CCN(CC)CCCN(Cc1cc2ccc(C)c(C)c2[nH]c1=O)C(=O)NC1CCCCC1
→ ?, -26%, -4%
COc1ccccc1/C(O)=C(\C#N)c1nc2ccccc2[nH]1
→ -28%, -13%, -8%
Cc1cc(OCc2cc(C(=O)N(C)C3CCOC3)no2)cc(C)c1Cl (configuration not stated)
→ 16µM*, 1%, 1%
CC(NCC(O)COc1ccc(Br)cc1)c1ccccc1 (configuration not stated)
→ ?, -20%, 2%
COc1ccc(-c2c(C(=O)O)nc3ccccc3c2C(=O)O)cc1
→ -22%, 1%, -4%
Cc1ccc(CN(C)C(=O)CN2C(=O)NC3(CCCc4ccccc43)C2=O)c(C)c1 (configuration not stated)
→ 21µM*, /, 1%

Going on with the list.
Order of values – TDP1 cell noCPT, N370S GC, TDP1 inh
Cc1ccc(NC(=O)C(C)Sc2nc3nc(C)cc(C)n3n2)cc1 (configuration not stated)
→ 0%, /, 1%
COC(=O)CCC(=O)OC1(C)C(=O)C=C2C=C(C3CC3)OC=C2C1=O (configuration not stated)
→ /, -3%, 1%
CCN(CC)S(=O)(=O)c1ccc(NC(=O)c2ccc3c(=O)n4c(nc3c2)CCCCC4)cc1
→ 23µM*, /, 8%
CCOC(=O)C1=C(COC(=O)/C=C/c2ccco2)NC(=O)NC1C (configuration not stated)
→ -7%, -7%, /
Cc1cc(S(=O)(=O)Nc2ccc(C(=O)NCCCN3CCCC3=O)cc2)ccc1F
→ -2%, 3%, 2%
Cc1cc(C)c(C#N)c(SCc2c(F)cccc2[N+](=O)[O-])n1
→ -12%, 8%, 3%
CC1CCCCC1NC(=S)Nc1ccc(SC(F)F)cc1 (configuration not stated)
→ ?, 15%, 2%
COc1ccc(S(=O)(=O)N2CCCCCC2)cc1Br
→ -23%, 27%, -3%
N/C(=N\OCC(=O)Nc1ccc(F)c(Cl)c1)c1ccccc1
→ ?, /, 1%
COc1ccccc1NC(=S)NNC(=O)c1nn(C)c(C)c1Br
→ ?, 3%, 11%

(next part)
Order of values – TDP1 cell noCPT, N370S GC, TDP1 inh
COc1cc(OC)cc(C(=O)NNC(=O)C2CSC3(C)CCC(=O)N23)c1 (configuration not stated)
→ 0%, /, 0%
CCCCc1nc(SCC(=O)N2CCCC2)c2c(=O)n(C)c(=O)n(C)c2n1
→ ?, -11%, 4%
NC(=O)c1cccnc1Oc1cccc(Cl)c1
→ ?, 2%, 7%
CCc1ccc(NC(=O)CSc2ccc(-c3cccnc3)nn2)cc1
→ -21%, ?, 0%
COc1ccc(C2C(C#N)=C(N)Oc3n[nH]c(-c4ccccn4)c32)c(OC)c1OC (configuration not stated)
→ -12%, 1%, 8%
Cc1occc1C(=O)NNC(=O)c1nn(C)c(=O)c2ccccc12
→ 3%, 7%, 4%
CCOC(=O)CC1C(=O)NCCN1C(=O)c1ccc(Cl)cc1Cl (configuration not stated)
→ 0%, 1%, /
CCOc1ccc(NC(=O)CC2C(=O)N(c3cccc(OC)c3)C(=O)N2CCOC)cc1 (configuration not stated)
→ 21%, -12%, /
Cc1noc(C)c1S(=O)(=O)N(C)C[C@H]1Oc2c(NS(=O)(=O)c3cn(C)cn3)cccc2C(=O)N([C@H](C)CO)C[C@@H]1C
→ 2%, /, 0%
COC(=O)[C@@H]1C[C@H]1[C@@H](NC(=O)c1cc(C)on1)c1ccccc1
→ 28%, -6%, 3%

Part of the list above in order of heavy-atom count, high to low:
Order of values – TDP1 cell noCPT, N370S GC, TDP1 inh
CCOc1ccc(NC(=O)CC2C(=O)N(c3cccc(OC)c3)C(=O)N2CCOC)cc1 (configuration not stated)
→ 21%, -12%, /
COC(=O)[C@@H]1C[C@H]1[C@@H](NC(=O)c1cc(C)on1)c1ccccc1
→ 28%, -6%, 3%
NC(=O)c1cccnc1Oc1cccc(Cl)c1
→ ?, 2%, 7%

Carrying on:
Order of values – TDP1 cell noCPT, N370S GC, TDP1 inh
CCCc1cc(=O)oc2cc(C)cc(OCC(=O)O)c12
→ -11%, 3%, 5%
COc1cc(O)c(C(CC(=O)N2CCN(c3ccccc3)CC2)c2cc(OC)c(OC)c(OC)c2)c(OC)c1 (configuration not stated)
→ ?, 2%&-7%, 17%&6%
NC(=O)c1ccc(NC(=O)CN2C(=O)NC(c3ccccc3)(c3ccccc3)C2=O)cc1
→ -1%, -22%, /
CCc1ccccc1NC(=O)C1CCCN(S(=O)(=O)c2ccc3c(c2)CC(C)N3C(C)=O)C1 (configuration not stated)
→ ?, -10%, /
Cc1nn(C)c(C)c1NC(=O)CC12CC3CC(CC(C3)C1)C2
→ ?, 22%, -8%
COc1cccc(C(=O)N2CCN(C3CCN(Cc4ccccc4)CC3)CC2)c1OC
→ -7%, -2%, /
CC(OC(=O)/C(C#N)=C/c1ccc(N(C)C)cc1)C(=O)N(C)c1ccccc1 (configuration not stated)
→ ?, 8%, -5%
OCCNCc1ccc(OCc2ccc(Cl)cc2Cl)cc1
→ 18µM*, -24%, -5%
CCOC(=O)/C(=C/c1c2ccccc2cc2ccccc12)NC(=O)c1ccccc1
→ ?, ?, -5%
CCOc1ccc(C(=O)c2ccncc2)cc1
→ 2%, 7%, 3%

Molecules shown so far that have a furan ring, fused or not (two):
Order of values – TDP1 cell noCPT, N370S GC, TDP1 inh
CCOC(=O)C1=C(COC(=O)/C=C/c2ccco2)NC(=O)NC1C (configuration not stated)
→ -7%, -7%, /
Cc1occc1C(=O)NNC(=O)c1nn(C)c(=O)c2ccccc12
→ 3%, 7%, 4%

3 records picked at random from those above:
Order of values – TDP1 cell noCPT, N370S GC, TDP1 inh
CCOC(=O)/C(=C/c1c2ccccc2cc2ccccc12)NC(=O)c1ccccc1
→ ?, ?, -5%
OCCNCc1ccc(OCc2ccc(Cl)cc2Cl)cc1
→ 18µM*, -24%, -5%
Cc1nn(C)c(C)c1NC(=O)CC12CC3CC(CC(C3)C1)C2
→ ?, 22%, -8%

Continuation.
Order of values – TDP1 cell noCPT, N370S GC, TDP1 inh
COc1ccc2nc3oc(C(=O)Nc4ccc(OC)c(OC)c4)cc3cc2c1
→ -3%, 5%, 5%
O=[N+]([O-])c1cccc(CSc2cccc[n+]2[O-])c1
→ -5%, -4%, 0%
CCOC(=O)c1cc(-c2ccc(OC)cc2)n(CCC(=O)NCc2ccc(OC)cc2)c1C
→ 18µM*, /, 3%
CCOc1cc(/C=C(\C#N)C(=O)Nc2cccc(C(=O)O)c2)ccc1OCc1ccc(Br)cc1
→ 29µM*, -16%, 14µM*
CC(=O)Nc1ccc(S(=O)(=O)Nc2nc3nc(-c4ccccc4)cc(-c4ccccc4)n3n2)cc1
→ -5%, ?, /
CCC(=O)Nc1cccc(NC(=O)CSc2nnnn2C2CCCC2)c1
→ -14%, 2%, 5%
COc1ccc(Cl)cc1NS(=O)(=O)c1cc(Br)cnc1N
→ -16%, 6%, 3%
Cc1ccccc1-c1nc(CS(=O)(=O)CC(=O)N2CCN(C)CC2)c(C)o1
→ 4%, -8%, 3%
O=C1CN(C(=O)CC2C(=O)NCCN2Cc2ccccc2C(F)(F)F)CCN1 (configuration not stated)
→ 12%, -6%, 2%
C/C(=N\NC(=O)COc1ccc(C#N)cc1)c1ccc(N2CCOCC2)cc1
→ -17%, -4%, 3%

Remaining list, next part.
Order of values – TDP1 cell noCPT, N370S GC, TDP1 inh
COc1ccc(-c2cc(=O)oc3c(C)c(O)ccc23)cc1
→ 3.3µM*, -3%, /
O=C(NCc1ccccc1Cl)c1cnccc1C(F)(F)F
→ -8%, 2%, -5%
CCOC(=O)c1c(C)oc2ccc(OS(C)(=O)=O)cc12
→ 0%, 1%, 4%
CCSc1nnc(N2C(=O)CC(c3ccsc3)C3=C2CC(C)(C)CC3=O)s1 (configuration not stated)
→ -9%, 5%, -7%
CC(=O)N(CCc1ccccc1)Cc1cc2cc(C)ccc2[nH]c1=O
→ -11%, -4%, /
CC(C)=C1C(=O)NN(c2ccc(C)c(Cl)c2)C1=O
→ -5%, -3%, 8%
CC(C)Cc1nnc(NC(=O)CCC(=O)N2CCN(c3ccccn3)CC2)s1
→ -9%, 4%, 5%
Cc1ccc(S(=O)(=O)Cn2nnnc2C(C(C)C)N2CCN(Cc3ccco3)CC2)cc1 (configuration not stated)
→ -12%, -6%, 4%
COC(=O)COc1ccc(S(=O)(=O)Nc2ccc(C(N)=O)cc2)cc1
→ -2%, -1%, 2%
O=C(c1cc(-c2ccncc2)nc2ccc(Br)cc12)N1CCN(c2ccccn2)CC1
→ 12µM*, -3%, 4%

Remaining list, next part.
Order of values – TDP1 cell noCPT, N370S GC, TDP1 inh
Cc1csc(NC(=O)CSc2nnc(-c3ccncc3)n2C)n1
→ 4%, 3%, 3%
COc1ccccc1N1CCN(C(=O)c2ccc(S(=O)(=O)N3CCCCCC3)cc2)CC1
→ ?, -9%, 4%
CC1CCN(CCC(=O)N/N=C/c2ccc([N+](=O)[O-])cc2)CC1
→ 3%, -10%, -3%
O=C(CSc1nnc(-c2ccccc2)n1Cc1ccccc1)N1CCCC1
→ -17%, 2%[2.35 µM], 3%
O=C1c2cc(S(=O)(=O)NCCO)ccc2-c2ccc(S(=O)(=O)NCCO)cc21
→ -17%, 2%, -8%
CCC(=O)Nc1cccc(NC(=O)c2ccc(C)cc2Cl)c1
→ -25%, 6%, 5%
COc1ccc(S(=O)(=O)N2CCC(C(=O)NCCC(=O)Nc3cccc(OC)c3)CC2)cc1
→ -6%, 5%, 2%
CCOc1ccccc1C1C(C#N)=C(N)Nc2onc(-c3ccccc3)c21 (configuration not stated)
→ 2%, -3%, 5%
O=C(Nc1cccc(-c2ccc3nncn3n2)c1)c1ccco1
→ ?, -8%, 4%
Cc1ccc(NC(=O)CSc2ncc(-c3ccccc3)[nH]2)cc1
→ ?, /, -2%[12.3 µM]

Additional results:
Order of values – TDP1 cell noCPT, N370S GC, TDP1 inh
Cc1ccccc1NC(=O)c1cccc(N2C(=O)C3C4CCC(C4)C3C2=O)c1 (configuration not stated)
→ 6%, 1%, /
O=C1COc2ccc(S(=O)(=O)NCc3ccc(Cl)cc3)cc2N1
→ ?, 0%, 3%
CSc1ccc(CN(C)CC(=O)Nc2cccc(Br)c2)cc1
→ ?, 8%, -3%
CC1CCCC(C)N1/N=C/c1ccccc1C(=O)O (configuration not stated)
→ ?, 5%, 5%
COc1cccc(NC(=O)CN(C)C(=O)c2ccc(NS(=O)(=O)c3ccc(F)cc3)cc2)c1
→ 4%, /, 0%
COc1ccc2cc3cc(C(=O)N4CCN(c5ccc(C(C)=O)cc5)CC4)sc3nc2c1Cl
→ -10%, /, 5%
O=C(Nn1c(C2CCCCC2)nc2ccccc2c1=O)c1ccc([N+](=O)[O-])cc1
→ -28%, -2%, 8%
CN1CCN(c2ccc(CNS(=O)(=O)c3ccsc3)cc2)CC1
→ ?, -2%, 0%
Cc1c(N(CC(=O)O)S(=O)(=O)c2ccccc2)c(=O)n(-c2ccccc2)n1C
→ -5%, 4%, 3%
CCn1cc(C(=O)OCC(=O)N2C(C)CCCC2C)c(=O)c2ccc(C)nc21 (configuration not stated)
→ -3%, 9%, 7%

(continued)
Order of values – TDP1 cell noCPT, N370S GC, TDP1 inh
CSCCC(N)C(=O)O (configuration not stated)
→ 19%, -6%, 5%
CN(Cc1ccn[nH]1)C(=O)C1CCC(=O)N(Cc2cccc(C(F)(F)F)c2)C1 (configuration not stated)
→ 1%, 5%, 2%
CC(Sc1ccc2c(c1)OCCO2)C(=O)Nc1ncc(Cl)cc1Cl (configuration not stated)
→ ?, 3%, 0%
Cc1cc(NC(=O)C(C)SCC(=O)N(C)Cc2ccccc2F)no1 (configuration not stated)
→ 12%, /, 0%
CC(C)(C)c1ccc(OCCCC(=O)NC2=NCCS2)cc1
→ ?, -1%, 7%
COc1cccc(NC(=O)COC(=O)c2ccc(S(=O)(=O)NCc3ccco3)cc2)c1
→ 5%, -8%, -9%
COc1ccc(OC)c(NC(=O)CCN2CCCCC2)c1
→ 1%, -1%, 4%
O=S(=O)(c1cccc(F)c1)N1CCN(Cc2cc3c(cc2Br)OCCO3)CC1
→ ?, /, 0%
COc1ccc(-c2nnc(SCC(=O)c3ccc(O)cc3O)o2)cc1
→ -26%, 0%, 2%
Cc1nn(C(C)C(=O)NCc2ccco2)c(C)c1[N+](=O)[O-] (configuration not stated)
→ 7%, -15%, -5%
